Bioassay records from PubChem BioAssay.
NR1D1 modulator – modulators of Rev-erb alpha DNA binding, primary screen, biochemical, FITC-DNA, fluorescence polarization, uHTS; Nuclear receptor subfamily 1 group D member 1 (Homo sapiens), P20393; Rev-erbα–FITC-DNA binding, 90 min; activity, % at 10 µM; 370,000 tested, 0.79% active; AID 1259318, 2017;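 active means activity above about 14%, limit read from the data; passing the limit was not always enough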;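 further: 0% = DMSO wells with 35 nM protein and 100% = DMSO wells with 750 nM protein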
PRMT1 inh – PRMT1 methyltransferase inhibitors, primary screen, biochemical, fluorescence polarization | Protein arginine N-methyltransferase 1 (Homo sapiens), Q99873 | recombinant PRMT1, activity-based probe fluorescence polarization | inhibition, % at 2.79 µM | 370,000 tested, 1.3% active;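 active means inhibition above about 21% made by adding two undisclosed values, limit read from the data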
MBD2 DNA inh – inhibitors of MBD2 binding to methylated DNA, primary screen, biochemical, TR-FRET, DNA-binding domain, human; 370,000 tested, 0.31% active; Methyl-CpG-binding domain protein 2 (Homo sapiens), Q9UBB5; MBD2 binding to methylated oligonucleotide; inhibition, % at 4.4 µM; in the data active means inhibition above about 13%
rCAG RNA binder – binders of r(CAG) RNA repeats, primary screen, biochemical, fluorescence. 370,000 tested, 1.3% active. r(CAG) RNA repeat, TO-PRO-1 dye displacement fluorescence. AID 651821, 2012. inhibition, % at 3 µM;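 active means inhibition above the plate cutoff, the mean of all test compounds on that plate plus 3 SD, cut at about 35% in these data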;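 further: 0% = DMSO alone and 100% = 100 µM mitoxantrone as full dye displacement; higher means more dye released from RNA so lower well fluorescence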
UHRF1 binding – UHRF1 methylated DNA binding inhibitors, primary screen, counter-screen for MBD2 inhibitor project, biochemical, TR-FRET, human UHRF1, single concentration. E3 ubiquitin-protein ligase UHRF1 (Homo sapiens), Q96T88. UHRF1 binding to methylated oligo. inhibition, % at 4.4 µM. 370,000 tested, 0.75% active. AID 687016, 2013; in the data active means inhibition above about 21%;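 further: UHRF1 SRA domain binding a hemimethylated CpG hairpin DNA probe; 0% = median of test compound wells and 100% = reference inhibitor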
ABHD4 inh – ABHD4 inhibitors, primary screen, biochemical, fluorescence polarization, mouse. 370,000 tested, 0.54% active. purified mABHD4, FP-Rh probe fluorescence polarization. inhibition, % at 8.92 µM. AID 720543, 2013. (Lyso)-N-acylphosphatidylethanolamine lipase (Mus musculus), Q8VD66;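 active means inhibition exceeding the mean over every tested compound plus 3 SD, cut at about 30% in these data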;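 further: 0% = plate median of compound wells and 100% = S159A mutant with DMSO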
Target sequence (Q8VD66 whole entry, looked up): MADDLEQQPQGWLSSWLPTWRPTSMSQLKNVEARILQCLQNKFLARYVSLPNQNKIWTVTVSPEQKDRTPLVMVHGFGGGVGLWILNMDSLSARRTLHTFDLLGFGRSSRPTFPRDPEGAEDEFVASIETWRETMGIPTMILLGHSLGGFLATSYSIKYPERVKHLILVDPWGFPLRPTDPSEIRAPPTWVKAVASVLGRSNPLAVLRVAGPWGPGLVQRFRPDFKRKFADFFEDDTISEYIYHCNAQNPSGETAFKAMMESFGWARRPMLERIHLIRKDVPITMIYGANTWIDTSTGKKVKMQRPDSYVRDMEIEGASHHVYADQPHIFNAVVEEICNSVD
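Assay system: mABHD4 protein; medium: HEPES pH 7.0, NaCl, Pluronic buffer; dosing: 8.92 µM, single dose; schedule: 45 min + 60 min at 25 °C; signal: FP readout, ex 525 nm / em 598 nm; read-out: normalized percent inhibition of probe labeling; repeats: single replicate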
TCR CD3 inh – inhibitors of human TCR-CD3 interaction, primary screen, biochemical, fluorescence, TAMRA-labeled TCR probe | inhibition, % at 9.4 µM | T-cell receptor (TCR) | 360,000 tested, 0.37% active; in the data active means inhibition above about 19%;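 further: recombinant mutant TCR 2C K166C tagged with TAMRA read by polarization; 0% = receptor in buffer alone and 100% = receptor with positive control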
HTRA1 inh – HTRA1 serine protease inhibitors, primary screen, biochemical, fluorescence polarization, HTS | 340,000 tested, 0.5% active | AID 504803, 2011 | inhibition, % at 5.96 µM | recombinant HTRA1, FP-rhodamine activity-based probe | Q92743; in the data active means inhibition above about 36%;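 further: 0% = enzyme with DMSO and 100% = wells lacking enzyme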
Target sequence (Q92743 whole entry, looked up): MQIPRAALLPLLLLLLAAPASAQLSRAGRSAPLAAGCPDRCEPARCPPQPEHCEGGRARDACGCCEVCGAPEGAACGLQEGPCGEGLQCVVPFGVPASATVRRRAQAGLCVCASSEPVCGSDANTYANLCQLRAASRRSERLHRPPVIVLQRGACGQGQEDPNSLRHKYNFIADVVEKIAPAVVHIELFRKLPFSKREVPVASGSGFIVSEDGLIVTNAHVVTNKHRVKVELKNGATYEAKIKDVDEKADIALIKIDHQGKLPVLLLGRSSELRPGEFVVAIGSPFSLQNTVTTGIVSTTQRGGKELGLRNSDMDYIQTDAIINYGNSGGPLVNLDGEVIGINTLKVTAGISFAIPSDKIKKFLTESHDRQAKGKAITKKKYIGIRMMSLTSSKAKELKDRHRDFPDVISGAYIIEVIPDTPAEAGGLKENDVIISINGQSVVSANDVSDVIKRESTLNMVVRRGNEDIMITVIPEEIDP
PG9 binder – binders of HIV-1 gp120 antibody PG9, primary screen, biochemical, TR-FRET; HIV-1 gp120 / PG9 antibody interaction; TR-FRET gp120-PG9 antibody binding; inhibition, % at 6.7 µM; 360,000 tested, 0.43% active; AID 624416, 2012; in the data active means inhibition above about 8.5%
LEDGF integ inh – blockers of LEDGF/p75-dependent integrase strand transfer – biochemical, TR-FRET, high throughput, primary screen. HIV-1 integrase (with human LEDGF/p75). inhibition, % at 3.7 µM. TR-FRET IN-LEDGF/p75 DNA integration, Eu/Cy5. AID 743269, 2014. 370,000 tested, 0.64% active;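 active means inhibition above the screen-wide mean plus 3 SD, cut at about 13% in these data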;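 further: signal is the Cy5 over europium emission ratio at 671 and 618 nm; 0% = plate median of compound wells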
* = called active by the depositor; / = not tested or not shown.

SMILES	NR1D1 modulator	PRMT1 inh	MBD2 DNA inh	rCAG RNA binder	UHRF1 binding	ABHD4 inh	TCR CD3 inh	HTRA1 inh	PG9 binder	LEDGF integ inh
COc1ccc(C2c3[nH]c4ccccc4c3C[C@H]3C(=O)N(C4CCN(Cc5ccccc5)CC4)CC(=O)N23)cc1OC (stereo partly drawn)	-1	-2	-4	5	1	-3	5	-7	0.8	-1
COc1ccc(N2CSC3=C(C#N)C(c4cccc(OC)c4OC)CC(=O)N3C2)cc1 (stereo not drawn)	-4	41*	-10	28	-4	17	-5	-2	0.5	11
COc1ccc(CNC(=O)CN(Cc2ccccc2)C(=O)c2csnn2)cc1	2	3	2	-5	2	-1	-6	0	0.3	-2
CC(C)NC(=O)Nc1ccc(Br)cc1Cl	2	4	8	1	8	-20	-6	-9	-1.2	-6
Cc1cccc(CC(=O)NC2CCS(=O)(=O)C2)c1 (stereo not drawn)	4	5	3	1	3	-3	0	2	-1.9	-2
O=C(COC(=O)/C=C/c1ccc(Cl)cc1)NC1CCCC1	0	3	6	3	-1	-7	1	6	0.6	-5
O=C(/C=C/c1ccccc1)CCN1CCCCC1	3	25*	-2	1	1	7	-1	6	-0.6	-3
Cc1cc(=O)oc2cc(OCC(=O)NC3CC(C)(C)NC(C)(C)C3)c(Cl)cc12	1	4	9	6	-3	3	-7	-2	1.2	-2
Cc1cccc(NC(=O)CNC(=O)[C@H]2O[C@@H](n3ccc(=O)[nH]c3=O)[C@H](O)[C@@H]2O)c1C	-5	-1	3	1	1	-1	1	/	-1.4	-8
O=C(NCC1COc2ccccc2O1)c1ccco1 (stereo not drawn)	-2	-2	11	2	2	4	0	0	-0.8	1
COc1ccccc1CNC(=O)CCC(=O)N1CC(C)Sc2ccccc21 (stereo not drawn)	-9	6	-3	-3	3	-5	-7	0	-0.1	3
CC1(NC(=O)CSc2nnc(-c3c[nH]c4ccccc34)n2C2CC2)CCS(=O)(=O)C1 (stereo not drawn)	5	-2	3	4	-4	2	9	1	1.5	0
CC1CC(=O)C2=C(C1)Nc1ccccc1SC2c1ccc(F)cc1 (stereo not drawn)	-4	-1	0	0	4	-9	-1	-14	-1.2	3
Cc1ccc(/C=C/C(=O)OCC(=O)NCc2ccc(Cl)cc2)o1	1	3	-4	1	-1	3	-1	-8	-1.6	1
COc1ccc(NC(=O)C2=NN(C3CCS(=O)(=O)C3)C(=O)CC2)cc1S(N)(=O)=O (stereo not drawn)	0	1	-5	1	0	1	5	6	-1.0	-3
O=C1CN(C(=O)COc2ccccc2F)c2ccccc2N1	-3	0	5	0	4	5	-10	1	-0.2	1
CS(=O)(=O)NCCSc1nnnn1-c1ccccc1	5	-1	-4	-3	2	2	-5	-3	0.5	3
CC1(C)CC(=O)c2sc(NC(=O)CN3CCOCC3)nc2C1	2	-1	-3	0	0	-1	1	6	0.6	1
CCCC(C)NC(=O)CSc1nnc(-c2c[nH]c3ccccc23)o1 (stereo not drawn)	-5	0	-5	1	-2	-6	0	2	0.9	-1
COc1ccc2c(c1)-c1c(ssc1=S)C(C)(C)N2S(=O)(=O)c1ccc(C)cc1	7	0	1	5	1	0	-6	1	1.5	2
O=C(Nc1ccccc1)Nc1nc2ncccn2c1-c1ccc(F)c(F)c1	9	4	3	3	-1	-5	/	/	/	-4
CCCCNC(=S)N(C)/N=C/c1c(F)c(F)c(F)c(F)c1F	3	2	4	-5	-1	2	1	-4	-0.5	-5
CCC(C)(C)NC(=O)C(c1ccc(F)cc1)N(CCOC)C(=O)CCC(=O)Nc1nccs1 (stereo not drawn)	0	-2	3	-7	2	-9	5	2	-0.4	2
Cc1ccc(C(=O)O/N=C(\N)c2ccccn2)c(C)c1	-3	-1	-2	-8	2	3	5	0	-2.5	-1
Cc1ccccc1CNC(=O)c1ccccc1NS(C)(=O)=O	8	-1	1	1	-3	0	5	4	1.8	-1
CC1CCCN(C(=O)COC(=O)COc2ccc(Cl)cc2)C1 (stereo not drawn)	1	-2	-4	-1	-1	1	0	1	0.0	0
COc1ccc2c(C=O)cn(C)c2c1	-6	-2	0	-3	11	-1	-4	-1	-2.5	5
O=C(O)COc1ccccc1C=NNC(=O)Cc1cc(=O)[nH][nH]1	-5	3	-2	7	4	2	/	/	/	-3
CCOC1=C2[C@H](c3ccccc3F)N(S(=O)(=O)c3ccc(C)cc3)C[C@H]2n2c(=O)n(-c3ccccc3)c(=O)n2C1	4	-2	2	5	-3	6	4	/	0.8	6
CN(C(=O)c1ccccc1C(=O)OCC(=O)NCc1ccccc1)C1CCCCC1	2	1	2	-5	-2	3	8	7	-1.6	1
CCOc1ccc(S(=O)(=O)N(C)c2ccc(OCC(=O)NCC3CCCO3)cc2)cc1 (stereo not drawn)	0	2	0	-7	-1	-3	-3	-5	-1.9	-8
COc1ccc(N2CCN(S(=O)(=O)c3ccc4c(c3)N(C(C)=O)CCO4)CC2)cc1	-1	1	2	-1	4	5	-4	5	-1.1	-2
COc1ccc(CCN2CC(C(=O)NCCc3ccccc3C(F)(F)F)CCC2=O)cc1 (stereo not drawn)	4	9	5	-9	1	-3	-3	-4	-0.1	3
O=C(COC(=O)c1ccc(F)c([N+](=O)[O-])c1)NC(=O)NCc1ccccc1	-3	-1	-6	5	-4	5	8	6	0.1	4
C[C@H](CO)N1C[C@H](C)[C@@H](CN(C)S(=O)(=O)c2cn(C)cn2)Oc2ccc(NS(=O)(=O)c3ccccc3)cc2C1=O	-4	2	5	2	0	0	-4	3	-0.2	-1
COc1ccc(-c2c(=O)n(OCc3ccccc3[N+](=O)[O-])c3ccccc3[n+]2[O-])c(OC)c1	-3	10	4	5	3	-1	-10	5	-1.3	-1
COc1cc(CCC(=O)OCC(=O)Nc2ccc(C)cc2Cl)cc(OC)c1OC	1	-4	-6	-6	0	-8	-3	-1	-1.7	3
CC1CN(C(=S)NC(=O)c2ccc(Cl)cc2)CC(C)O1 (stereo not drawn)	-2	0	-1	-1	-4	0	5	8	-0.9	4
CC1CCCN(C(=O)CN2C(=O)c3ccccc3C2=O)C1 (stereo not drawn)	-4	-2	4	-3	6	6	4	9	-1.4	-4
CCCCN1CC[C@H]2C=CC[C@@H](C(=O)NCCc3ccccc3)[C@H]2C1=O	3	1	3	-7	1	2	-2	-1	1.5	-2
Cc1cc2ncn(S(=O)(=O)c3ccc(F)cc3)c2cc1C	10	-1	0	-2	-3	2	-3	6	0.1	-4
CCOc1ccccc1Nc1nc2ccc(C)cc2n2cnnc12	15	-2	2	3	-1	-5	2	-2	-2.9	2
Cc1ccccc1NC(=O)c1sc2nc[nH]c(=O)c2c1C	2	2	6	1	4	2	-6	-6	0.4	4
O=C(c1ccc(N2CCOCC2)nc1)N1CCCCC1	0	-2	-2	-2	1	2	10	4	0.9	0
O=S(=O)(c1ccccc1)N(CC1CO1)c1cccc2ccccc12 (stereo not drawn)	2	-2	-3	0	-1	0	6	/	-0.6	-1

Three entries already listed, arranged by the value under PG9 binder, descending:
compound	NR1D1 modulator	PRMT1 inh	MBD2 DNA inh	TCR CD3 inh	HTRA1 inh	PG9 binder	LEDGF integ inh
COc1ccc(N2CSC3=C(C#N)C(c4cccc(OC)c4OC)CC(=O)N3C2)cc1 (stereo not drawn)	-4	41*	-10	-5	-2	0.5	11
Cc1ccc(C(=O)O/N=C(\N)c2ccccn2)c(C)c1	-3	-1	-2	5	0	-2.5	-1
CCOc1ccccc1Nc1nc2ccc(C)cc2n2cnnc12	15	-2	2	2	-2	-2.9	2

Additional records.
SMILES	NR1D1 modulator	PRMT1 inh	MBD2 DNA inh	rCAG RNA binder	UHRF1 binding	ABHD4 inh	TCR CD3 inh	HTRA1 inh	PG9 binder	LEDGF integ inh
O=[N+]([O-])c1cccc(S(=O)(=O)N/N=C\c2ccc3c(c2)OCO3)c1	3	-1	0	2	-2	0	4	6	-1.3	4
CC(C)Oc1ccc(CN2CCC2(C)C(=O)Nc2ccc(Cl)c(Cl)c2)cc1 (stereo not drawn)	2	0	1	2	-2	-9	1	/	0.4	0
COc1ccc([C@H]2OC(=O)C[C@H]2C(=O)N2CCCC2)cc1OC	5	-2	1	0	0	1	/	/	/	0
O=C(NCc1ccco1)/C(=C/C=C\c1ccccc1)NC(=O)c1ccc(Br)o1	2	0	-3	10	2	2	-9	-9	-2.4	-1
Cc1cc(NC(=O)c2ccc(C#N)cc2)n(-c2ccccn2)n1	-23	-3	-1	0	11	-4	2	-2	-2.1	6
COc1ccc(OCC(=O)Nc2cccc(C(C)=O)c2)cc1	-7	-2	7	1	0	5	2	-5	0.5	1
CC(C)=C1C2CCC1C1C(=O)N(c3nccs3)C(=O)C21 (stereo not drawn)	-2	1	-1	5	8	6	-1	1	-0.9	-11
Cn1c(=O)c2cc(S(=O)(=O)N3CCC(c4ccccc4)CC3)ccc2n(C)c1=O	-2	2	5	6	0	-3	-4	-10	-0.1	-6
CNC(=O)/C(C#N)=C/c1c(N2CCN(c3ccccc3)CC2)nc2c(C)cccn2c1=O	-3	2	-1	4	1	-3	-7	-4	-1.3	-3
Cc1oc(CC(C)C)cc1C(=O)Nc1cccc2ccccc12	5	0	1	3	-3	-60	-1	-37	2.0	-1

An excerpt, so the mix of outcomes need not match the whole.
